# ABCB1 inh: human ABCB1 inhibition, ABCG2 as counter-screen; P08183; CCRF-Adr cells, JC-1 efflux, flow cytometry; inhibition, % at 6.6 µM; 0.067% of 190,000 active; in the data active means inhibition above about 40%;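 further: 0% = vehicle and 100% = reference inhibitor; higher value means more JC-1 retained so stronger ABCB1 efflux block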
# Avidin bead fluor: compound fluoresces at 488/530 nm on avidin beads. compound fluorescence 488/530 nm, flow cytometry; hits give high values. fluorescence (KMESF) at 10 µM. 0.38% of 220,000 active; in the data active means fluorescence above about 47; further: inactives centre near 10
# ABCG2 block: human ABCG2 inhibition, ABCB1 as counter-screen | Q9UNQ0 | inhibition, % at 6.6 µM | 0.1% of 190,000 active | IgMXP3 cells, JC-1 efflux, flow cytometry;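 active means inhibition above 80%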;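 further: 0% = DMSO and 100% = nicardipine control wells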
#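 System: two drug-resistant human cell lines, ABCG2 and ABCB1; controls: nicardipine high and DMSO low controls; times: 10 min exposure at 25 °C with rotation, no wash; detection: flow cytometry of retained JC-1 fluorescence; read-out basis: percent efflux inhibition, scaled nicardipine 100% to DMSO 0%; doses: one concentration, 6.6 µM final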
# Rab7 wt modul: alters GTP binding to wildtype dog Rab7 | AID 758 | GTP binding activity (percent of control), % at 10 µM | GST-Rab7 beads, fluorescent GTP binding, flow cytometry; actives lie on both sides; untreated = 100%, excess cold GTP = 0% | 0.055% of 190,000 active;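 active means fluorescent GTP binding to Rab7 beads changed by at least 20 points from the 100% baseline, either direction, mostly lower; inconclusive means compound itself probably fluorescent, or too few beads counted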;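 further: median green fluorescence of bound Bodipy-FL-GTP per Rab7 bead population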
# Rab2 wt GTP: changes GTP binding to wildtype dog Rab2A, up or down | GST-Rab2 wt beads, Bodipy-GTP binding, flow cytometry | 0.19% of 190,000 active | AID 760 | GTP binding activity, % at 10 µM | P61105;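 active means GTP binding activity at least 20 points away from 100%, either lowered or raised; inconclusive means signal likely due to the compound's own green fluorescence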;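 further: 0% = beads with excess unlabeled GTP and 100% = no-compound control corrected for plate trend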
# Mcl1 Noxa PPI: disrupts binding of human Mcl-1 to Noxa peptide | Q07820 | TR-FRET Mcl-1/Noxa peptide binding, 2 h | inhibition, % at 21.7 µM | 1.5% of 220,000 active | AID 1022;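 active means compounds that cut the protein-peptide binding signal by more than 50% relative to plate controls in a single-dose test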;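 further: His-tagged Mcl-1 with rhodamine Noxa BH3 peptide and terbium anti-His antibody; 0% = Mcl-1 plus Noxa peptide wells and 100% = peptide-only wells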
# Target sequence (Q07820 whole entry, looked up): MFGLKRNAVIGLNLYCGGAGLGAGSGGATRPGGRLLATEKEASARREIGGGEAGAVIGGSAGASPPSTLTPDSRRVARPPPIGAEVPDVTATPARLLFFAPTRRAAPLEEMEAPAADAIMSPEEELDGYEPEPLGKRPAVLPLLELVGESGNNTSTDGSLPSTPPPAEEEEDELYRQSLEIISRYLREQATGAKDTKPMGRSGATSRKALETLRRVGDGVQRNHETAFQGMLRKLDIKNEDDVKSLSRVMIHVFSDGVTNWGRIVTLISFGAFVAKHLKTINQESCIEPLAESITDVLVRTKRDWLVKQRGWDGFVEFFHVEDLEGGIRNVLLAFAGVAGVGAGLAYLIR
# Pf gametocyte: kills late stage P. falciparum gametocytes. 0.065% of 150,000 active. P. falciparum stage V gametocytes, ATP luminescence, 24 h. inhibition, % at 10.9 µM;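 active means inhibition above the mean plus 3 SD of compounds within the control limits, set per campaign, cut at about 38% in these data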;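 further: 0% = DMSO wells and 100% = medium only without gametocytes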
# Rac1 wt modul: modulators of human Rac1 wildtype GTP binding; P63000; GST-Rac1 beads, fluorescent GTP binding, flow cytometry; actives lie on both sides; 0 = cold GTP competed, 100 = untreated; GTP binding activity (% of control), % at 10 µM; 0.27% of 190,000 active;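 active means GTP binding activity at least 20 points away from the 100% control level, either lower or higher; inconclusive means compound flagged as likely green fluorescent, judged across all proteins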
# Cdc42 wt GTP: modulators (inhibitors or activators) of GTP binding to human Cdc42 wildtype. GST-Cdc42 beads, Bodipy-GTP binding, flow cytometry; actives lie on both sides. P60953. percent activity (GTP binding), % at 10 µM. 0.2% of 190,000 active. AID 761;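 active means percent activity GTP binding at least 20 points away from the 100% baseline, either down as inhibitor or up as activator; inconclusive means compound flagged as likely green fluorescent from well-wide comparison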;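 further: median bead fluorescence of bound Bodipy-FL-GTP at 100 nM; 0% = excess unlabeled GTP control and 100% = no compound control; below 100% means less GTP binding so inhibitor and above means activator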
# Target sequence (P60953 whole entry, looked up): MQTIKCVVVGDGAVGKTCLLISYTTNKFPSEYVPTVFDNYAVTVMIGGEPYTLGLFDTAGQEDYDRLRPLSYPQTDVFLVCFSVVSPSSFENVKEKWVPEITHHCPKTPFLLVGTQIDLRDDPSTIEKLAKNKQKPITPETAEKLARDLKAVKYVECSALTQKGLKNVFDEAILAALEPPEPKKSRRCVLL
# HRas wt GTP bind: modulators of GTP binding to human HRas wildtype; GTP binding activity, % at 10 µM; 0.14% of 190,000 active; GST-Ras wt beads, Bodipy-FL-GTP binding, flow cytometry; actives lie on both sides;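 active means GTP binding activity at least 20% away from the 100% baseline, either lowered as inhibitor or raised as activator; inconclusive means flagged as likely green fluorescent, judged across all proteins in the well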;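 further: 0% = unlabeled GTP competition control and 100% = no-compound control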
# Target sequence (P01112 whole entry, looked up): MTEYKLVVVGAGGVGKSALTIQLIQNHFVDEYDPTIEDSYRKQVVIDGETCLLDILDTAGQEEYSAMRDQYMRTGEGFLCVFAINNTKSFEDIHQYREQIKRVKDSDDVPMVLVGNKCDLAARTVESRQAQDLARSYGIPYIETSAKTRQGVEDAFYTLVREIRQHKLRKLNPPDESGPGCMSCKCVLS
# Rac1 act GTP bind: alters GTP binding to activated mutant human Rac1; 0.11% of 190,000 active; AID 764; percent activity (GTP binding), % at 10 µM; GST-Rac1 activated beads, fluorescent GTP binding, flow cytometry; actives lie on both sides; 100% means binding = to untreated wells;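 active means GTP binding at least 20 percentage points away from the 100% baseline, in either direction, so actives lie on both sides; inconclusive means Compound likely fluorescent itself, or too few beads counted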
# An asterisk follows results filed as active; ? = inconclusive; . = not tested or not shown.
No.	Compound	ABCB1 inh	Avidin bead fluor	ABCG2 block	Rab7 wt modul	Rab2 wt GTP	Mcl1 Noxa PPI
1	COc1ccc(C(C)=O)cc1COc1ccc([N+](=O)[O-])c(C)c1	0.2	10	1	94	96	-5
2	CCN1CCN(c2cc(C)c3cc(NC(=O)c4ccncc4)ccc3n2)CC1	-2.5	7	-6	102	100	29
3	O=C(O)CCCN1C(=O)/C(=C/c2cn(-c3ccccc3)nc2-c2cccs2)SC1=S	-1.4	14	-4	86	86	87*
4	COc1cc2c(cc1OC)CN(C(=O)c1ccco1)CC2	0.8	21	4	100	99	18
5	CCCN(CC(=O)Nc1ccc(Cl)cc1Cl)C(=O)/C=C/c1ccco1	1.2	11	22	91	95	1
6	Cn1c(Cn2cnc3ccccc32)nc2ccccc21	0.3	13	0	104	101	6
7	O=C(CCN1C(=O)c2ccccc2C1=O)Nc1cccc(S(=O)(=O)N2CCCCC2)c1	0.6	10	3	105	105	10
8	CCOc1cccc(=O)c2c(C)oc(C)c12	0.2	9	3	99	100	13
9	COc1ccc(CNC(=O)COC(=O)c2ccc(Br)cc2)cc1	0.3	8	3	100	92	-1
10	COC(=O)c1cc2occc2n1CC(=O)Nc1cc(OC)cc(OC)c1	1.0	30	2	91	92	20

No.	Pf gametocyte	Rac1 wt modul	Cdc42 wt GTP	HRas wt GTP bind	Rac1 act GTP bind
1	-10	97	95	96	93
2	.	103	102	101	99
3	6	89	86	87	85
4	-12	102	96	101	98
5	6	101	99	95	95
6	-16	100	100	99	99
7	22	110	104	105	104
8	20	101	104	97	98
9	-13	91	97	93	90
10	.	88	93	91	91

# (continued)
No.	Compound	ABCB1 inh	Avidin bead fluor	ABCG2 block	Rab7 wt modul	Rab2 wt GTP	Mcl1 Noxa PPI
11	O=C(NC1CCCC1)C(c1cccs1)N(CC1CCCO1)C(=O)Cc1cccs1 (stereo unspecified)	0.8	10	3	96	96	6
12	Cc1ccc2nc(Cl)nc(-c3ccccc3)c2c1	1.4	11	6	98	91	-1
13	O=C(CSc1nc2ccc(NC(=O)C3CCCCC3)cc2s1)NCC1CCCO1 (stereo unspecified)	0.1	6	1	101	102	1
14	CC(=O)c1cc(C#N)c(SCc2ccc([N+](=O)[O-])cc2)nc1C	0.0	10	3	105	105	-10
15	Cc1ccc(C2=Nc3ccccc3N=C(C(Cl)Cl)C2)cc1	-0.6	11	-2	94	93	-5
16	O=C(Nc1ccc(Cl)c(C(F)(F)F)c1)N1CCCC(O)C1 (stereo unspecified)	0.1	66*	2	97	96	5
17	O=C(c1cc([N+](=O)[O-])ccc1N1CCCCC1)N1CCc2ccccc21	2.4	6	25	100	100	19
18	CN(c1ccc(O)cc1)c1nc(-c2cccs2)cs1	-0.1	10	0	92	96	2
19	Cc1nn(CC(=O)N2CC(=O)Nc3ccccc32)c(C)c1[N+](=O)[O-]	0.8	30	1	95	95	6
20	COc1cc(OC)c(C2SCCN2S(=O)(=O)c2ccc(F)cc2)cc1OC (stereo unspecified)	1.1	19	0	97	97	11

No.	Pf gametocyte	Rac1 wt modul	Cdc42 wt GTP	HRas wt GTP bind	Rac1 act GTP bind
11	19	97	100	98	97
12	3	87	87	92	87
13	.	103	104	102	102
14	14	105	101	104	105
15	.	97	96	95	93
16	.	100	99	95	97
17	-3	101	97	98	99
18	-15	94	95	93	95
19	1	98	94	95	96
20	.	93	96	96	95

# New compounds follow.
No.	Compound	ABCB1 inh	Avidin bead fluor	ABCG2 block	Rab7 wt modul	Rab2 wt GTP	Mcl1 Noxa PPI
21	COc1ccc(-n2cc(-c3ccccc3)[n+]3c2CCCCC3)cc1	0.2	9	0	98	99	-13
22	CCc1ccc(-n2c(=O)c3c(C)c(C(=O)N(C)C)sc3n(CC(=O)NCc3ccco3)c2=O)cc1	0.1	36	0	101	104	0
23	O=C(NCc1ccc2c(c1)OCO2)c1ccco1	0.1	28	0	105	99	19
24	Cc1nn(-c2cc(N3CCCCCC3)ccc2[N+](=O)[O-])c(=O)c2ccccc12	0.4	28	-1	100	98	9
25	Cc1cc(C)cc(C(=O)NCC(=O)OCC(=O)N2c3ccccc3NC(=O)C2(C)C)c1	0.3	6	11	96	99	54*
26	COc1ccc(-c2nnc(SCc3c(C)noc3C)n2N)cc1OC	0.4	4	4	96	97	11
27	CC(C)C1CC(c2ccccc2)(C(CN)CO)CCO1 (stereo unspecified)	0.7	8	1	96	100	30
28	CCc1cc2cccc(C)c2nc1SCC(=O)Nc1cc(C)on1	0.7	6	1	94	94	-13
29	O=C1CC(c2ccco2)CC(O)=C1C=Nc1cc(Cl)cc(Cl)c1 (stereo unspecified)	0.1	7	0	102	102	10
30	CCn1c(SCC(=O)Nc2sc3c(c2C#N)CCCC3)nnc1-c1ccco1	1.1	37	3	97	98	-5

No.	Pf gametocyte	Rac1 wt modul	Cdc42 wt GTP	HRas wt GTP bind	Rac1 act GTP bind
21	10	102	98	98	99
22	0	105	105	103	102
23	.	99	100	99	95
24	-11	100	102	98	98
25	.	102	100	98	97
26	-12	97	97	99	96
27	1	105	101	99	98
28	14	95	88	95	92
29	-3	108	105	100	101
30	4	100	100	98	96

# Next entries follow.
No.	Compound	ABCB1 inh	Avidin bead fluor	ABCG2 block	Rab7 wt modul	Rab2 wt GTP	Mcl1 Noxa PPI
31	O=C(Oc1c(Br)cc([N+](=O)[O-])cc1Br)c1cccnc1	0.8	4	6	98	93	22
32	CC(C)CSC1=NSC2=NC(=O)/C(=C\c3cccs3)C(=N)N12	-1.9	5	-4	92	93	27
33	CCOc1ccc(N(C)S(=O)(=O)c2ccc3[nH]cc(C(=O)NCCOC)c(=O)c3c2)cc1	-0.4	9	-4	96	95	12
34	O=C(C1=C[C@@H](C2CCCCC2)C[C@@H](OCc2ccc(CO)cc2)O1)N1CCN(Cc2ccc3c(c2)OCO3)CC1	1.7	6	1	105	98	1
35	CCOC(=O)c1c(NC2=NS(=O)(=O)c3ccccc32)sc2c1CCC(C)C2 (stereo unspecified)	-0.2	17	-1	97	100	3
36	CCn1c(C(C)NC(=O)c2ccc(Cl)cc2)n[nH]c1=S (stereo unspecified)	0.0	13	1	107	101	16
37	COc1cc(/C=N/NS(=O)(=O)c2ccc(C(C)(C)C)cc2)cc([N+](=O)[O-])c1O	0.5	3	1	103	101	31
38	CCS(=O)(=O)n1nc(-c2ccccc2)nc1NCc1ccco1	0.5	30	3	95	94	2
39	Cc1ccccc1NC(C)C(=O)N/N=C/c1ccccc1OCc1cccc(Br)c1 (stereo unspecified)	1.2	15	6	101	98	-23
40	CCC(c1nnnn1CCc1ccccc1)N1CCN(c2ccc(OC)cc2)CC1 (stereo unspecified)	0.6	12	3	102	102	20

No.	Pf gametocyte	Rac1 wt modul	Cdc42 wt GTP	HRas wt GTP bind	Rac1 act GTP bind
31	-10	98	95	96	97
32	-23	96	94	95	96
33	.	100	95	94	92
34	.	98	96	97	95
35	11	103	99	102	100
36	-19	102	97	99	95
37	-5	99	98	98	93
38	21	100	97	95	96
39	.	99	98	98	98
40	4	108	105	104	101

# The results go on:
No.	Compound	ABCB1 inh	Avidin bead fluor	ABCG2 block	Rab7 wt modul	Rab2 wt GTP	Mcl1 Noxa PPI
41	Cc1ccc(-n2nc3ccc(NC(=O)/C=C/c4ccco4)cc3n2)cc1	-2.2	8	-8	98	99	49
42	O=C(CCc1ccccc1)c1nnc(-c2ccccc2)o1	0.5	11	4	103	97	4
43	O=C(N/N=C/c1ccc(O)cc1)Nc1cccc2nsnc12	-1.1	9	-2	101	90	33
44	Cc1ccc2nc3n(c(=O)c2c1)CCCCC3	0.3	7	2	96	98	-6
45	NC(=S)N=Nc1c(O)n(Cc2ccc(F)cc2)c2ccccc12	0.8	10	4	99	101	16
46	O=C(Nc1cccnc1)c1cccnc1Cl	-0.2	25	0	98	100	3
47	CCCCn1nnnc1SCC(=O)c1cc(Cl)ccc1OC	6.9	9	23	99	97	23
48	CCCCc1nc2ccccc2[nH]1	-0.2	.	0	?	?	14
49	Cn1c(-c2nnn(-c3ccc(F)cc3)n2)cc2ccccc21	0.2	6	1	100	98	12
50	Cc1cc(C)nc(NN2C(=O)/C(=C/c3ccccc3)SC2=S)n1	0.0	18	0	100	100	21

No.	Pf gametocyte	Rac1 wt modul	Cdc42 wt GTP	HRas wt GTP bind	Rac1 act GTP bind
41	-15	107	103	100	99
42	8	97	93	95	95
43	-26	86	88	90	93
44	.	100	101	99	97
45	13	100	102	100	101
46	11	104	105	101	100
47	.	100	97	96	95
48	2	?	?	?	?
49	19	100	99	98	95
50	.	100	101	102	99

# Two compounds from above, reduced to ABCB1 inh and Rab7 wt modul:
nr	SMILES	ABCB1 inh	Rab7 wt modul
41	Cc1ccc(-n2nc3ccc(NC(=O)/C=C/c4ccco4)cc3n2)cc1	-2.2	98
42	O=C(CCc1ccccc1)c1nnc(-c2ccccc2)o1	0.5	103

# Sorted by molecular weight (highest first): part of the list above
No.	Compound	ABCB1 inh	Avidin bead fluor	ABCG2 block	Rab7 wt modul	Rab2 wt GTP	Mcl1 Noxa PPI
41	Cc1ccc(-n2nc3ccc(NC(=O)/C=C/c4ccco4)cc3n2)cc1	-2.2	8	-8	98	99	49
50	Cc1cc(C)nc(NN2C(=O)/C(=C/c3ccccc3)SC2=S)n1	0.0	18	0	100	100	21
49	Cn1c(-c2nnn(-c3ccc(F)cc3)n2)cc2ccccc21	0.2	6	1	100	98	12

No.	Pf gametocyte	Rac1 wt modul	Cdc42 wt GTP	HRas wt GTP bind	Rac1 act GTP bind
41	-15	107	103	100	99
50	.	100	101	102	99
49	19	100	99	98	95

# Following part
No.	Compound	ABCB1 inh	Avidin bead fluor	ABCG2 block	Rab7 wt modul	Rab2 wt GTP	Mcl1 Noxa PPI
51	COC(=O)/C=C/c1ccc(-n2ccnc2)cc1	-0.1	9	3	96	93	19
52	Cc1cc(C(F)F)n2nc(C(=O)Nc3ccc(S(=O)(=O)N4CCCCCC4)cc3)nc2n1	0.0	23	1	98	98	0
53	O=C(/C=C/c1ccc([N+](=O)[O-])cc1)NCc1ccco1	0.7	11	5	98	101	7
54	Cn1cnnc1SCC(=O)Nc1ccccc1F	0.1	11	3	95	98	4
55	CC(C)Oc1ccc2ccccc2c1C=O	0.9	9	7	92	95	.
56	Cc1cc2nc(-c3ccc(SCC(=O)Nc4ccc(S(=O)(=O)NC5CC5)cc4)nc3)[nH]c2cc1C	-1.6	14	-11	101	101	-13

No.	Pf gametocyte	Rac1 wt modul	Cdc42 wt GTP	HRas wt GTP bind	Rac1 act GTP bind
51	-103	94	95	94	93
52	-7	99	97	99	97
53	6	102	100	100	101
54	19	97	93	99	96
55	-13	92	97	95	94
56	1	102	101	102	101

# From PubChem BioAssay
